m5-HT2A agonist: activates the mouse 5-HT2A serotonin receptor | P35363 | CHO-K1 mHTR2A beta-arrestin complementation, luminescence; percent of 30 µM serotonin response | activation, % at 7.6 µM | actives 0.66% (n = 360,000) | AID 624169;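 active means activation above a run cutoff, the mean activation of all tested compounds plus 3 SD, cut at about 14% in these data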;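 further: 0% = plate median of compound wells and 100% = 30 µM serotonin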
Target sequence (P35363 whole entry, looked up): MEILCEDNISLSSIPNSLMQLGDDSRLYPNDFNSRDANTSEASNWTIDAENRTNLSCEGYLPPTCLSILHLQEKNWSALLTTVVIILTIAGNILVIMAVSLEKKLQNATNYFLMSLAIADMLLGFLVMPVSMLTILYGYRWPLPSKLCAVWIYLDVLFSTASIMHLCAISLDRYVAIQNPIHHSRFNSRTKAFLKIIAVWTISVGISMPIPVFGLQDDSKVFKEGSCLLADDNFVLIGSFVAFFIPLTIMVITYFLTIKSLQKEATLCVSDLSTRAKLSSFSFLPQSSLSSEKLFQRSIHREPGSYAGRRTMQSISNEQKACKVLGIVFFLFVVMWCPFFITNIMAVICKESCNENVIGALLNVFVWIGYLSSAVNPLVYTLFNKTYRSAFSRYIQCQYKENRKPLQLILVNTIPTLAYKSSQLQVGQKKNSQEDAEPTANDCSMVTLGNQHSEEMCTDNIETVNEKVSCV
MC4R antagonist: antagonists of human melanocortin 4 receptor (MC4R); P32245; inhibition, % at 6.5 µM; actives 0.48% (n = 360,000); MC4R-expressing cells, MTII-stimulated cAMP, LANCE TR-FRET;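 active means inhibition above its plate's cutoff, the mean of tested wells on that plate plus 3 SD, cut at about 29% in these data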;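 further: 0% = Melanotan II alone and 100% = Melanotan II plus saturating MCL0020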
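System: U2OS cells stably expressing human melanocortin 4 receptor (MC4R). Reagent: Melanotan II challenge after compound preincubation. Doses: 6.5 µM. Times: 30-min compound, 1-h challenge, 1-h detection, room temperature. Measured by: TR-FRET with Eu-cAMP and labeled anti-cAMP, 671 nm. Replicates: singlicate.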
MC4R ag barr: activates human MC4R beta-arrestin recruitment. actives 0.98% (n = 360,000). U2OS MC4R beta-arrestin complementation, luminescence; percent of melanotan II response, DMSO zero. activation, % at 8.9 µM. P32245. AID 540308;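 active means activation above a per-plate cutoff, the mean activation of sample wells on that plate plus 3 SD, cut at about 8% in these data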
NCOA2 inhibitor: human SRC2 (NCOA2) inhibition; AID 651957; Q15596; HEK293 GAL4-SRC2 luciferase reporter, luminescence; inhibition, % at 9 µM; actives 0.17% (n = 370,000);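 active means inhibition above the mean inhibition of all tested compounds plus 3 SD, set per campaign, cut at about 52% in these data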;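 further: 0% = DMSO treated cells and 100% = cells given Gossypol at 36 µM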
NOD2-RIPK2 inh: NOD2-RIPK2 protein interaction inhibition | O43353 | CHO BLA complementation NOD2-RIPK2, CCF4 ratio | inhibition, % at 4.98 µM | actives 0.38% (n = 360,000); in the data active means inhibition above about 21%;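 further: 0% = vehicle only and 100% = reference blocker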
Target sequence (O43353 whole entry, looked up): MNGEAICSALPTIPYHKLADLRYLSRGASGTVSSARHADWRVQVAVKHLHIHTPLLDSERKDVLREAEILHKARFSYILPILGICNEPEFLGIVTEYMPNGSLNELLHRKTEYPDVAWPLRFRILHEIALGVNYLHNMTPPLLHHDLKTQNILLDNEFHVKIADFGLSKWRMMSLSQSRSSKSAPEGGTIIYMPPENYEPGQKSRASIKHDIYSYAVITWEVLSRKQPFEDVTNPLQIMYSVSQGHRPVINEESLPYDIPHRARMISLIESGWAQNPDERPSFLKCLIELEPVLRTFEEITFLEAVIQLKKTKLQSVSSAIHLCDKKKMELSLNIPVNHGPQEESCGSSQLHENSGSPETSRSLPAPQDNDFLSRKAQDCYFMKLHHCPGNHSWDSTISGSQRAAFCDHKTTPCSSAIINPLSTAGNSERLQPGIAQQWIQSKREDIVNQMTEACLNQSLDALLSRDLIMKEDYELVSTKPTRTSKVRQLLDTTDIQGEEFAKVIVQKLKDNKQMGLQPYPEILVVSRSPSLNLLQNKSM
Cardio protect: modulators protecting cardiomyocytes from myocardial damage | actives 0.63% (n = 360,000) | protection from H2O2 cell death, % at 20 µM | H9c2 cardiomyocytes, H2O2 injury protection, ATPLite, 2 h;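 active means compounds giving at least 50% protection of heart cells from peroxide-induced death in the single-dose screen, raw or plate-pattern-corrected value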;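 further: 0% = DMSO wells with peroxide and 100% = DMSO wells without peroxide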
Glyco luc inh: N-linked glycosylation inhibition. D54 ERlucT glycosylation luciferase reporter, 24 h; percent of 100 nM tunicamycin response. reporter increase, % at 12.5 µM. actives 0.23% (n = 360,000). AID 588692;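 active means mean luciferase reporter signal, scaled so untreated is 0 and the glycosylation-blocking control 100, at or above a set limit in every replicate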;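 further: luciferase carries N-glycosylation sites so blocking glycosylation raises the light; 0% = median of neutral control wells and 100% = median of 100 nM tunicamycin wells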
ABCB6 inh MLPCN: inhibitors of human ABC transporter ABCB6; Q9NP58; K562-ABCB6 porphyrin accumulation, flow cytometry, 1 h; active compounds read low; actives 0.19% (n = 360,000); fluorescence ratio to DMSO, % at 10 µM;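 active means fluorescence ratio to DMSO below 75%, the collection mean minus 3 SD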;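 further: signal is porphyrin accumulated inside mitochondria; 100% equals median channel fluorescence of DMSO control wells; lower ratio means ABCB6 inhibition with less porphyrin fluorescence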
ABHD5 PLIN5 PPI: blocks binding of human ABHD5 to perilipin-5 | Q00G26+Q8WTS1 | Split G. princeps luciferase complementation, luminescence, 4 h | inhibition, % at 4 µM | actives 0.78% (n = 360,000);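 active means inhibition above the mean inhibition across every tested compound plus 3 SD, cut at about 22% in these data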;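 further: 0% = DMSO only wells and the 100% control is not disclosed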
TLR9-MyD88 block: TLR9-MyD88 interaction inhibition; Q9NR96+Q99836; CHO BLA complementation TLR9-MyD88, CCF4 FRET ratio; inhibition, % at 4.98 µM; actives 0.21% (n = 340,000); AID 504734;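 active means inhibition above the mean over all tested compounds plus 3 SD, cut at about 21% in these data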;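 further: 0% = DMSO only wells and 100% = clavulanate BLA inhibitor control wells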
* = called active by the depositor; · = not tested or not shown; & = joins results of further samples.

SMILES	m5-HT2A agonist	MC4R antagonist	MC4R ag barr	NCOA2 inhibitor	NOD2-RIPK2 inh	Cardio protect	Glyco luc inh	ABCB6 inh MLPCN	ABHD5 PLIN5 PPI	TLR9-MyD88 block
COc1ccc2[nH]c(=O)c(CN(C(=O)c3cccnc3)c3ccccc3C)cc2c1	-1	15	-2.2	9	3	9	-1	95	-2	-2
COc1ccc(NC(=O)C2(c3ccc(NC(=O)c4ccc(OC)c(OC)c4)cc3)CCCC2)cc1	1	12	1.6	-22	8	-2	-1	97	2	-1
COc1cc(/C=N/NC(=O)CCC(=O)NCc2ccccc2)cc(OC)c1OC	2	-1	-1.6	8	-1	-4	5	103	-3	-1
Cc1ccc(OC(=O)CCN2C(=O)c3ccccc3C2=O)cc1C	2	2	-1.2	-2	1	0	2	98	0	5
O=C(c1ccc(Cl)c(Cl)c1)c1cc(-c2ccccn2)c(N2CCOCC2)s1	-5	-4	-4.0	-3	24*	5	1	101	2	11
COc1cc(OC)c(-c2cc(C(=O)O)ccc2OC)c(OC)c1	-2	12	-3.6	-26	6	-3	2	104	0	1
Cc1ccc(C(=O)Oc2ccccc2N2C(=O)C3CCC(C)CC3C2=O)cc1 (configuration not stated)	0	11	1.0	-13	6	-3	2	89	-3	1
COc1ccccc1CC(=O)Nc1cccc2ccccc12	0	15	-1.4	11	-9	4	0	97	3	6
CCN(CC(=O)Nc1ccccc1C(F)(F)F)C(=O)/C=C/c1ccc(Cl)c([N+](=O)[O-])c1	-1	12	-2.9	-7	0	-7	0	96	1	2
Cc1c(Cl)cccc1NC(=O)CC1Oc2ccccc2NC1=O (configuration not stated)	-3	-1	-1.2	-43	-6	0	0	82	-2	-11
CCOC(=O)[C@]12CCC=C1N(Cc1cccc3ccccc13)C(=O)[C@H](CC(=O)NCCCOC)C2	-1	·	·	-12	-5	·	·	88	2	·
O=C(O)c1c[nH]c2ccc([N+](=O)[O-])cc2c1=O	2	9	-1.3	-10	-6	1	0	99	-1	-16
CC(C)NC(=O)c1ccccc1NC(=O)Cc1ccc(Cl)cc1	-5	16	-0.6	-10	-5	4	0	96	0	14
O=C(Nc1ccccc1C(F)(F)F)c1ncn[nH]1	-1	5	0.1	-9	3	7	2	100	-3	4
O=C(C1CC(=O)N(C2CCCC2)C1)N1CCN(c2cccc(C(F)(F)F)c2)CC1 (configuration not stated)	0	11	-1.5	11	5	-15	1	100	-10	-4
Cc1cccc(N2C(=O)CC(N3CCN(c4ccccc4)CC3)C2=O)c1 (configuration not stated)	1	6	0.6	-3	-1	0	2	102	-9	-11
CN(C)c1ccc(CNC(=O)CCNS(=O)(=O)c2cc(Br)cnc2N)cc1	-7	-2	-0.8	·	-12	2	-8	96	2	13
COc1cc(NC(=O)COc2cccc(OC)c2)cc(OC)c1	-1	12	1.4	19	-8	-4	0	91	0	-4
COc1ccccc1/C=C/C(=O)/C=C/c1ccccc1O	2	8	0.9	-39	2	-15	39*	97	11	-2
O=C(NCC1CC1)c1onc(CSc2ccc(F)c(F)c2)c1C(=O)NCC1CC1	1	5	3.0	-9	1	-5	1	98	6	-1
Cc1scc(C(=O)N/N=C/c2ccco2)c1C	-6	-5	0.9	-43	-7	-21	·	92	-4	2
O=C(c1ccc(COc2c(F)c(F)c(F)c(F)c2F)o1)N1CCN(Cc2ccc3c(c2)OCO3)CC1	-1	1	-0.2	3	0	2	·	108	5	0
C[C@H]1COC(=O)[C@H](Cc2ccc(F)cc2)C/C=C\C[C@@H](CC(=O)N(CCO)Cc2ccccc2)C(=O)N1	3	10	-0.9	13	-1	10	1	98	-4	4
O=C(NCCCN1CCOCC1)c1cc2ccccc2cc1O	-5	9	-0.6	-14	-1	7	1	96	1	3
CCOC(=O)c1ccc(NC(=O)C(CC)CC)cc1	0	5	-2.8	-30	-8	-5	0	98	0	8

Following part
SMILES	m5-HT2A agonist	MC4R antagonist	MC4R ag barr	NCOA2 inhibitor	NOD2-RIPK2 inh	Cardio protect	Glyco luc inh	ABCB6 inh MLPCN	ABHD5 PLIN5 PPI	TLR9-MyD88 block
Cc1sc2ncnc(NCC3COc4ccccc4O3)c2c1C (configuration not stated)	1	1	-0.3	24	2	-19	-1	78	-2	1
O=C(O)c1ccc(Cl)c(NC(=S)NC(=O)c2cccc(COc3ccccc3)c2)c1	3	9	-2.9	3	0	-3	1	99	-3	6
Cc1ccc(NC(=O)c2cc(-c3ccc(C)o3)nc3ccccc23)cc1	4	10	-2.5	-9	-9	0	2	95	35*	-5
COc1ccc(OC)c(CN2C(=O)c3ccccc3C2c2nnnn2C(C)C)c1 (configuration not stated)	0	·	·	-2	2	·	·	99	-2	·
O=C(O)c1ccc(-n2cccc2/C=C2/NC(=O)N(c3cccc(Cl)c3)C2=O)cc1	4	13	-4.0	-26	1	-10	0	105	5	-2
Cc1noc(NS(=O)(=O)c2ccc(NC(=O)CSc3nc4c(cc3C#N)CCCC4)cc2)c1C	14	5	-0.6	2	5	-2	1	97	5	-1
CCCn1c(CCc2ccccc2)nnc1SCC(=O)N1CCCC1	1	7	-1.9	-22	0	1	0	95	-5	2
CC(=O)Nc1ccc(S(=O)(=O)N2CCSC2c2ccc(C)cc2)cc1 (configuration not stated)	-7	2	0.3	9	-2	-1	1	88	-8	-1
O=C(c1ccc(O)c(Cl)c1)N1CCN(S(=O)(=O)c2ccccc2)CC1	1	8	-2.6	-11	-7	13	0	95	7	-4
COc1ccc(-c2cc(C)no2)cc1S(=O)(=O)N(C)c1ccc(C)c(C)c1	4	-8	-1.9	9	-9	-8	-3	95	-4	-6
Cc1cccc(NC(=S)NCCc2ccc(F)cc2)c1C	-4	16	-2.3	-14	2	2	-2	97	-5	-6
C[C@]12CCC(=O)C=C1CC[C@@H]1[C@@H]2[C@@H](O)C[C@@]2(C)[C@H]1CC[C@]2(O)C(=O)COC(=O)CCC(=O)O	4&-7	6&9	-0.9&-0.9	-17	-3&-6	9&0	1&0	98&95	-2&1	6&1
Cc1ccccc1Nc1nc(-c2ccccc2)c(C(=O)Nc2cccnc2)s1	5	8	-0.5	-14	8	16	-2	106	4	1
Cc1nnc(NC(=O)CN2CC(C)OC(C)C2)s1 (configuration not stated)	-2	-1	-0.1	-6	5	-4	0	97	-3	-8
COCc1cc(C)nc(Nc2ccccc2OC)c1C#N	3	-5	0.9	-8	-7	-4	2	96	3	6
COc1ccccc1/C=C/C1(C(=O)NC2CCCC2)CC(=O)N1c1ccccc1 (configuration not stated)	-3	-17	-0.5	-41	-5	-5	10	102	-1	-5
O=C(NC12CC3CC(CC(C3)C1)C2)N1CC2Cc3cccc(=O)n3C(C2)C1 (configuration not stated)	8	9	-0.2	-9	-5	-5	1	89	0	0
O=C(NC(Cc1ccccc1)C(=O)O)/C(=C/c1ccc([N+](=O)[O-])cc1)NC(=O)c1ccccc1 (configuration not stated)	-7	7	1.0	-22	0	-2	2	105	-4	-8
CCCn1nc(CC(=O)OCC)c2ccccc2c1=O	-2	2	-2.4	-6	2	9	2	97	2	4
CCN(CC(=O)NCc1cccs1)C(=O)c1cccc(S(=O)(=O)N2CCc3ccccc32)c1	-2	19	-1.3	6	-9	1	0	94	2	-3
CCOC(=O)CN1N=C(/C=C/c2ccc(OCC)cc2)CCC1=O	5	1	-1.1	-34	5	5	1	103	6	4
CCCN(CCC)C(=O)Cn1c(=O)n(CCCC(=O)NCc2ccco2)c(=O)c2sccc21	0	-3	-0.4	-2	-3	2	-1	95	-6	-2
O=C(CN1C(=O)c2cccc([N+](=O)[O-])c2C1=O)N1CCc2ccccc2C1	-5	25	-0.4	-25	4	3	0	99	-9	-15
O=C(C1=C[C@@H](C2CCCCC2)C[C@@H](OCc2ccc(CO)cc2)O1)N1CCOCC1	-7	9	-1.4	-6	6	-3	0	100	4	-12
COc1nnc(-c2ccc(C)c(S(=O)(=O)N(C)C)c2)c2ccccc12	-2	2	-0.5	4	10	2	-2	88	5	6

Quoted at random: 2 records from the list
SMILES	m5-HT2A agonist	MC4R antagonist	MC4R ag barr	NCOA2 inhibitor	NOD2-RIPK2 inh	Cardio protect	Glyco luc inh	ABCB6 inh MLPCN	ABHD5 PLIN5 PPI	TLR9-MyD88 block
CCN(CC(=O)NCc1cccs1)C(=O)c1cccc(S(=O)(=O)N2CCc3ccccc32)c1	-2	19	-1.3	6	-9	1	0	94	2	-3
Cc1sc2ncnc(NCC3COc4ccccc4O3)c2c1C (configuration not stated)	1	1	-0.3	24	2	-19	-1	78	-2	1

New compounds follow.
SMILES	m5-HT2A agonist	MC4R antagonist	MC4R ag barr	NCOA2 inhibitor	NOD2-RIPK2 inh	Cardio protect	Glyco luc inh	ABCB6 inh MLPCN	ABHD5 PLIN5 PPI	TLR9-MyD88 block
COCCNc1nnc(SCC(=O)NNC(=O)c2ccc([N+](=O)[O-])cc2)s1	5	-1	-4.4	-11	9	1	3	101	4	0
CCOc1cc2c(cc1O)CCC1C2CCC2(C)C(O)CCC12 (configuration not stated)	13	-24	-0.5	2	-6	3	22	89	3	-1
O=C(Nc1ccccc1Oc1ccsc1C(=O)O)c1ccccc1F	-8	2	-1.5	-2	-7	0	2	94	1	2
COCCNC(=O)C1CCCN(C(=O)c2cc(C)n(C(C)(C)C)n2)CC1 (configuration not stated)	-1	3	0.3	17	-14	6	0	91	9	·
CC(NC(=O)Cc1cccs1)c1ccncc1 (configuration not stated)	11	2	2.5	-25	-2	1	3	102	-3	-4
Cc1ccc2cc(C(c3nnnn3C(C)(C)C)N3CCCCCC3)c(=O)[nH]c2c1 (configuration not stated)	4	6	-0.6	·	-11	6	2	99	2	9
CC1CCCCC12NC(=O)N(CC(=O)Nc1ccc(Cl)c(S(=O)(=O)N3CCOCC3)c1)C2=O (configuration not stated)	-2	7	-2.3	5	-11	-3	8	94	-6	10
CCOC(=O)Cc1c(C)nc(SC)[nH]c1=O	1	17	1.8	-23	-4	2	0	101	-4	-14
Cc1ccsc1C1C=C(c2cccc(Br)c2)Nc2ncnn21 (configuration not stated)	2	4	-0.6	·	20	2	2	96	-3	28*
O=C(Nc1ccccc1)N1CCn2c1nc1ccccc12	-2	6	-1.0	-71	-6	13	1	108	13	-2
COc1ccc(N2CCN(C(=O)CNC(=O)c3ccc4ccccc4c3)CC2)cc1	-1	9	-1.7	-9	-9	-3	-2	94	0	5
COC(=O)NNC(=O)c1ccccc1OC	5	-4	-0.9	4	6	9	0	97	-1	-7
CCC(=O)N1CCCC(C(=O)NS(=O)(=O)c2cc(C)c(Cl)cc2C)CC1 (configuration not stated)	2	22	-1.1	11	-6	1	-1	97	-1	·
COc1ccc(OCc2nnc(SCC(=O)N3CCCC3)o2)cc1	4	5	0.8	2	-11	11	2	95	7	7
O=S(=O)(c1ccc(NCCCO)nc1)N1CCOCC1	10	5	-3.7	-3	-3	5	1	93	9	4
CCN(CC(=O)Nc1ccccc1OC)C(=O)/C=C/c1cccs1	-2	0	-4.5	-5	-4	-2	4	96	-9	7
CC/C(C)=N\NC(=O)CNC(=O)c1ccc(Cl)cc1Cl	-2	31*	0.3	-2	-11	-2	1	102	-1	1
Cc1nnc(SCC(=O)NC(C)(C)C)n1NCc1cccc(Br)c1	4	2	0.6	3	4	9	1	100	-3	-3

Screening results from PubChem.

The list is partial; the hit share may differ from the screen's.
